# Assay outcomes deposited in PubChem by National Center for Advancing Translational Sciences (NCATS).
# TDP1 inh – blocks human tyrosyl-DNA phosphodiesterase 1; recombinant TDP1, AlphaScreen DNA substrate cleavage; Q9NUW8; Potency, µM (doses to about 130 µM), for the others: at the highest dose activity change, negative = inhibition, actives largely listed as inhibitors; 350,000 compounds, 0.28% hits; further: nearly all actives have a fitted effect of over 40% in size
#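 Tdp1 1 nM final; 15 min RT w/ cpd; substrate 15 nM, 5 min; beads 10 ug/ml, 10 min; AlphaScreen read. Neg ctrl: no enzyme.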
# TDP1 cell noCPT – qHTS for Inhibitors of human tyrosyl-DNA phosphodiesterase 1 (TDP1): qHTS in cells in absence of CPT; DT40 Tdp1-/- hTDP1 cells, no CPT, ATP luminescence, 48 h; Potency, µM (top dose mostly 46.2 µM), inactives show at the top dose activity change, negative = growth inhibition, actives largely listed as inhibitors; 420,000 compounds, 15% hits; AID 686978, 2013; further: nearly all actives have a fitted effect of over 55% in size
#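 A cellular qHTS used chicken DT40 cells lacking endogenous Tdp1 but carrying stably transfected human TDP1. Compounds were applied without camptothecin, and cell growth kinetics were judged by ATP-dependent luminescence after ≥48 hr.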
# KAT2A inh – inhibitors of human GCN5L2 histone acetyltransferase. GCN5L2 HAT assay, ThioGlo1 CoA-SH fluorescence. Potency, µM (doses to about 58.9 µM), inactives show at the highest dose activity change, negative = inhibition, hits mostly inhibitors. 390,000 compounds, 0.21% hits
# Target sequence (Q92830 whole entry, looked up): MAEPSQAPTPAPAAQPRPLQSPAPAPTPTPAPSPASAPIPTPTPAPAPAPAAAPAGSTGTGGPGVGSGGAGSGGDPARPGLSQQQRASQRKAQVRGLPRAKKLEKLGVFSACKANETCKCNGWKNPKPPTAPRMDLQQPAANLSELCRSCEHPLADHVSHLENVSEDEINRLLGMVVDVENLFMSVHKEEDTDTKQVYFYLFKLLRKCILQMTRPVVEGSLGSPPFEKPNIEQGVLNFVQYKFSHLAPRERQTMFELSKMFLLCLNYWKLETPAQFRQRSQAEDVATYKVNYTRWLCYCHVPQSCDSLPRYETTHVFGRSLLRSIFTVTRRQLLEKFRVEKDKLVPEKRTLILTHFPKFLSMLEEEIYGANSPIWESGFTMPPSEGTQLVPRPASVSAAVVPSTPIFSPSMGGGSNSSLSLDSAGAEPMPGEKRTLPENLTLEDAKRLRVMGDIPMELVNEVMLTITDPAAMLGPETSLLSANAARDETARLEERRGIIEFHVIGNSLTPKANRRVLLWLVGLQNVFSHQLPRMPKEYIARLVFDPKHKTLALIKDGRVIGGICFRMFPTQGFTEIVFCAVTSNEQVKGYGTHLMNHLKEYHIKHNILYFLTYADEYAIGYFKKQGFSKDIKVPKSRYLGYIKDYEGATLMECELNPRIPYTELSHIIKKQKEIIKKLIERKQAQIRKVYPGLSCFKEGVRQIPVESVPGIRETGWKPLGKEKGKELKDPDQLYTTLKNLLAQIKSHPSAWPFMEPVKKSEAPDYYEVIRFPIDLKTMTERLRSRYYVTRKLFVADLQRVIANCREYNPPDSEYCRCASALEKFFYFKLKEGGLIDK
#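 GCN5L2 (20 nM) in 50mM HEPES pH 7.5, 0.1mM EDTA, 0.01% Tween-20 preincubated 15 min with compounds at room temperature. Reaction started with H3(1-25) 75uM, acetyl-CoA 70uM, ThioGlo1 50uM; CoA-thiol fluorescence (Ex340/Em540) read at 0 and 20 min.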
# * marks the source's active call; other numbers are inactive results; ? = inconclusive; nt = not tested or not shown; & = joins results of further samples; ! = not active in a repeat; [ ] = another dose, or the depositor's remark. The call rests on the fitted dose curve; in most records, active means well fitted curve in the direction sought with a large enough effect; inconclusive means small, poorly fitted or top-dose-only effect, or another doubt; inactive means no such curve, though single readings can be large; an effect the other way counts as inactive or inconclusive. On the % scale 0 is the no-effect control and ±100 the full control effect; potency means the concentration at half of the fitted maximal effect. Some of the compounds tested, so the mix of outcomes need not match the whole.
# Order of results: KAT2A inh	TDP1 inh	TDP1 cell noCPT
- CC(C)c1ccc(C(=O)Nc2nnc(S(=O)(=O)N3CCCCC3)s2)cc1
    ?	3%	0%
- CC1=C(C#N)C(c2cccnc2)C2=C(CC(C)(C)CC2=O)N1 (centres undefined)
    -19%	0%	0%
- COc1ccc(CNC(=O)c2cc(-c3ccc(Cl)cc3)n[nH]2)cc1
    -1%	6%	-8%
- Cc1cc(O)ccc1-c1cnc2ccccc2n1
    -2%	-2%	-25%
- CCC1Nc2ccccc2-c2nnc(SC)nc2O1 (centres undefined)
    -2%	-8%	-29%
- Cc1oc2ccc(NS(=O)(=O)c3cccc4cccnc34)cc2c1C(=O)OC(C)C
    -9%	2%	?
- CC(=O)N1CCC2(CCCN(Cc3ccccc3)C2)CC1
    ?	nt	-18%
- O=C(Cn1c(=O)c2ccccc2n(CC(=O)Nc2ccc(Cl)cc2)c1=O)NCCc1ccccc1
    -6%	-2%	?
- Cc1nc2c(ccc3nc(NC(=O)C(c4ccccc4)c4ccccc4)sc32)s1
    -12%	5%	7.3µM*
- CCc1nn(CC(=O)NCCCN2CCOCC2)c(=O)c2cc3sccc3n12
    ?	2%	1%
- O=C(Nc1nnc(S(=O)(=O)N2CCCCC2)s1)c1ccc(Cl)cc1
    11µM*!	0%	-29%&-26%
- Cc1ccc2c(c1)N(CC(=O)N1CCCCCC1)C(=O)c1cccnc1O2
    -1%	3%	20%
- CSc1ccc(CCNC(=O)c2ccc(-c3nc(COc4ccccc4)c(C)o3)cc2)cc1
    -1%	3%	-17%
- COc1ccc(CNc2c(C(=O)O)cnc3c2cnn3C)cc1
    -5%	1%	-20%
- CC(=O)Nc1ccc(C(=O)OCC(=O)Nc2ccccc2Sc2ccccc2)cc1
    -12%	2%	?
- COc1ccc(NC(=O)CN(C)C(=O)C2CC(=O)N(c3ccc4c(c3)OCCO4)C2)cc1 (centres undefined)
    -9%	nt	-30%
- CCCCN(C)C(=O)c1ccc2c(c1)N(Cc1cccc(F)c1)C(=O)c1ccccc1S2
    2%	5%	?
- CCOC(=O)c1sc(NC(=O)CCSC)nc1C
    -5%	8%	?
- CCN(CC)S(=O)(=O)c1ccc(Cl)c(NC(=O)COc2ccc(OC)cc2)c1
    -4%	0%	-24%
- Cc1ccc(/C(O)=C2\C(=O)C(=O)N(CC(C)O)C2c2ccc(N(C)C)cc2)cc1 (centres undefined)
    -5%	-2%	-19%

# Compound profiles (already shown). Screens in order: KAT2A inh	TDP1 inh	TDP1 cell noCPT
# Record of Cc1ccc2c(c1)N(CC(=O)N1CCCCCC1)C(=O)c1cccnc1O2 → -1%	3%	20%
# Record of CC(C)c1ccc(C(=O)Nc2nnc(S(=O)(=O)N3CCCCC3)s2)cc1 → ?	3%	0%
# Record of CCN(CC)S(=O)(=O)c1ccc(Cl)c(NC(=O)COc2ccc(OC)cc2)c1 → -4%	0%	-24%
# Record of COc1ccc(CNc2c(C(=O)O)cnc3c2cnn3C)cc1 → -5%	1%	-20%

# Next part
# Order of results: KAT2A inh	TDP1 inh	TDP1 cell noCPT
- COc1cccc(N2C(=O)CC(NNC(=O)c3cccs3)C2=O)c1 (centres undefined)
    -2%	8%	-6%
- COc1cccc(CNS(=O)(=O)c2ccc3c(c2)CC(C)N3C(=O)C2CCC2)c1 (centres undefined)
    -8%&-12%	0%&1%	7.3µM*
- Cc1cc(NC(=O)CSCC(=O)OCc2nnc(-c3ccccc3)o2)no1
    0%	0%	33%[activator]
- CCOc1cc(N2CCOCC2)c(OCC)cc1NC(=O)Cc1cn2ccsc2n1
    -5%	7%	?
- Cc1ccccc1N(CC(=O)N1CCOCC1)S(C)(=O)=O
    -5%	-8%	-7%
- COc1ccc(N2CCN(Cc3nc4c(c(=O)n(C)c(=O)n4C)n3CCc3ccccc3)CC2)cc1
    -1%	0%	?
- Cc1noc(C)c1COC(=O)c1ccc(N(C)C)cc1
    -13%	2%	4%
- O=C(Nc1cccc(O)c1)c1ccc(C(=O)c2ccccc2)o1
    -1%	0%	?
- CCCCn1c(SCC(=O)N2CCCCC2)nc2cc(S(N)(=O)=O)ccc21
    -3%	5%	-20%
- O=C(NCCNC(=O)c1cnccn1)c1ccc(Cl)c(Cl)c1
    -8%	nt	-29%
- Cc1ccc(-c2cc(N)on2)cc1
    5%	3%	-7%
- CCOC(=O)C1(C)NC(c2ccco2)C2C(=O)N(c3ccccc3)C(=O)C21 (centres undefined)
    -8%	-3%	4%
- COc1ccc(-c2cc(C(F)(F)F)nc(SCC(=O)N(C)Cc3ccccc3)n2)cc1OC
    -20%	-5%	?
- O=C(O)C1(S(=O)(=O)CCC(F)=C(F)F)CC1
    -12%	2%	-7%
- CC/C(=N\NC(=O)CSCc1ccccc1Br)c1ccc2c(c1)OCCO2
    -1%	7%	-26%
- O=C(Cn1cc([N+](=O)[O-])cn1)NCc1cc2ccccc2[nH]1
    -4%	5%	-6%
- COc1cc(/C=C/c2cc[n+](C)cc2)ccc1OCC(=O)Nc1ccccc1
    -6%	nt	-28%
- CC1CCCC(NC(=O)CN2C(=O)NC(Cc3c[nH]c4ccccc34)C2=O)C1C (centres undefined)
    -8%	0%	-15%
- CCOC(=O)c1sc2nc(C)[nH]c(=S)c2c1C
    1%	0%	21µM*
- CCn1c(Cc2c(C)[nH]c3ccccc23)nnc1SCC(=O)NCc1ccccc1
    0%	5%	-23%
- Cc1ccc(S(=O)(=O)CC(=O)Nc2c(C)n(C)n(-c3ccccc3)c2=O)cc1
    -8%	5%	21%
- CCOC(=O)/C(C#N)=C1\CCCN1CC(N)=S
    3%	-1%	-3%
- CC(=O)c1cc(C(=O)Nc2cccc(C)c2)c2ccccn12
    16%	0%	?
- O=[N+]([O-])c1ccccc1/C=N/n1c(-c2ccccc2)n[nH]c1=S
    -30%	nt	-25%
- C/C(=N\NC(=S)NC1CCCCC1)c1ccccc1
    0%	0%	29µM*
- Cn1c(CCNC(=O)c2cccs2)nnc1SCC(=O)N1CCN(c2ccccc2)CC1
    -1%	0%	-9%
- CCCCc1cc(=O)oc2cc(C)c3c(C(C)(C)C)coc3c12
    -6%	4%	?
- Cc1ccccc1Nc1nc(N)nc(CSc2nc3ccccc3c(=O)n2C)n1
    -5%	7%	8.2µM*
- OC1CCN(C(=S)Nc2ccc(Nc3ccccc3)cc2)CC1
    -4%	0%	-20%
- Cc1noc2ncnc(Oc3ccc(Cl)cc3Cl)c12
    -2%	0%	-8%
- Fc1ccc(-n2nnc(-c3cccnc3)n2)cc1
    -6%	1%	-22%
- COc1ccc2nc(NC(=O)CSc3nnc(N)s3)sc2c1
    -4%	-2%	-3%
- CCOc1ccccc1C(=O)Nc1nnc(CC)s1
    -2%	3%	21µM*
- COc1ccc(C(=O)Nc2ccc(NC(=O)CSc3nnc(-c4ccncc4)n3C)cc2)cc1
    -6%	-1%	-18%
- COc1cccc(-n2ccnc2SCC(=O)Nc2nccs2)c1
    -2%	-4%	-11%
- CC(Sc1nc(N)cc(N)n1)C(=O)NCC1CCCO1 (centres undefined)
    -7%	-6%	0%
- Cc1cc(=O)[nH]c(SCC(=O)Nc2ncc(S(=O)(=O)c3ccc([N+](=O)[O-])cc3)s2)n1
    -2%	5%	-1%
- Nc1nc(SCC(=O)NCCN2CCOCC2)nc2sc3c(c12)CCC3
    -6%	2%	-1%
- Nn1c(SCc2csc(-c3ccccc3)n2)nnc1-c1cccs1
    -3%	-5%	?
- COC(=O)C1C(=O)C2=C(CC1C)NC(C)=C(C(=O)OC1CCCCC1)C2c1ccc(N(C)C)cc1 (centres undefined)
    -7%	2%	16µM*
- O=C(CSc1nnc(-c2ccncc2)o1)NCc1ccccc1
    -5%	3%	-19%
- Cc1ccc(S(=O)(=O)N2CCN(c3nc(-c4ccccc4)nc4ccccc34)CC2)cc1
    nt	0%	-16%
- Cc1ccc(C(=O)NCc2ccc3c(c2)OCO3)cc1
    ?	nt	-3%
- O=C1C=C(c2ccccc2)C(=O)N1Nc1ccccc1
    -10%	8%	5.8µM*
- c1ccc2oc(C3=NCCN3)cc2c1
    -18%[0.501 µM]	-7%[56.1 µM]	-7%
- O=C(c1ccco1)N1C2C=CC(C2)C1(C(F)(F)F)C(F)(F)F (centres undefined)
    -8%	nt	-7%
- CCN(C(=O)c1ccco1)c1nnc(-c2cccnc2)s1
    3%	-2%	-26%
- CCOc1ccc(C(=O)NCC(c2ccco2)N2CCOCC2)cc1 (centres undefined)
    -3%	-2%	-6%
- N#CCCN(C(=O)COC(=O)c1ccc2c(c1)OCCO2)c1ccccc1
    1%	-1%	-6%
- Cc1cc(C)cc(CC(Cc2nc3ccccc3[nH]2)c2nc3ccccc3[nH]2)c1 (centres undefined)
    -8%	6%	26µM*
- COc1ccc(-c2cc(C(F)(F)F)nc(N3CCCCCC3)n2)cc1
    -6%	-6%	-20%
- CCN(CC(=O)Nc1ccc(NC(C)=O)cc1)CC(=O)Nc1cc(C)on1
    4%	nt	-9%
- CSc1ccccc1NC(=O)c1noc(C)c1[N+](=O)[O-]
    -11%	5%	-24%
- COc1ccccc1C(=O)NNC(=O)c1ccc(NC(=O)c2ccccc2)cc1
    -2%	5%	-8%
- CCOc1ccccc1C(=O)n1nc(C)cc1C
    29%	2%	-1%
- Cc1ccc(OCC(=O)NCC(=O)OCc2cc(=O)n3nc(C)sc3n2)cc1
    -4%	7%	2%
- CC(=O)N1CCN(C2=NC(=O)/C(=C/c3ccc(OS(=O)(=O)c4ccccc4)cc3)S2)CC1
    2%	6%	?
- Cc1ccc(S(=O)(=O)N2CCN(CC(=O)N/N=C\c3ccc(O)c(O)c3)CC2)cc1
    -3%	5%	?
- COc1cccc(N2CCN(C(=O)CC(C)(C)CC3=NS(=O)(=O)c4ccccc4N3)CC2)c1
    -7%	8%	4.6µM*
- Cc1cc(C)c(NC(=O)CNC(=O)COC(=O)C2=COCCO2)c(C)c1
    -3%	-1%[0.505 µM]	-12%

# Following part.
# Order of results: KAT2A inh	TDP1 inh	TDP1 cell noCPT
- CC(=O)c1cccc(N(CC(=O)Nc2ccc(F)cc2)S(C)(=O)=O)c1
    -10%	2%	-6%
- CCN1CCN(C(=O)c2cnn(-c3cccc(Cl)c3)c2C2CCN(C(=O)OC(C)(C)C)CC2)CC1
    2%	5%	?
- COc1ccc2[nH]c(=O)c(CN(c3ccc(C)c(C)c3)S(C)(=O)=O)cc2c1
    -1%	5%	-27%
- COc1cccc2cc(-c3cc(=O)oc4ccc(OCC(C)=O)cc34)oc12
    ?	1%	?
- CCOc1ccc(NC(=S)NC(=O)c2cnn(CC)c2)c([N+](=O)[O-])c1
    ?	4%	7%
- O=C(NC1CCCCC1)c1cc(S(=O)(=O)N2CCOCC2)ccc1Cl
    -4%	6%	-9%
- COc1ccc(-c2nnc(SCC(=O)NC(C)c3ccccc3)o2)cc1OC (centres undefined)
    1%	2%	-19%
- CCCCCCCC/C=C\C/C=C\C/C=C\CCCC(=O)NCCO
    -14%	1%&8%	-13%[4.12 µM]
- C=CC[C@@H](CC(=O)OC(C)(C)C)C(=O)OC[C@H]1CCCN1C(=O)[C@@H](CC=C)CC(=O)NCCO
    0%	0%	-24%
- Cc1noc(C)c1COC(=O)C(c1ccccc1)c1ccccc1
    -13%	-13%	-23%
- Cc1onc(-c2ccccc2)c1C(=O)NCc1ccccn1
    -5%	0%	6%
- CN(C)c1ccc(/C=N/NC2=NS(=O)(=O)c3ccccc32)cc1
    -2%	nt	6%
- Cc1nnc(NC(=O)COc2ccc3c(C)cc(=O)oc3c2)s1
    -7%	nt	-2%
- Cc1c(C(=O)N2CCC(C)CC2)c(S(=O)(=O)NCc2ccccc2)c(C)n1C
    6%	-4%	-9%
- Cc1ccc(-c2nc3ccccn3c2Nc2ccc3c(c2)OCCO3)s1
    -30%	10%	-5%
- COC(=O)c1cccc(Nc2ccc([N+](=O)[O-])cn2)c1
    -8%	2%	-11%
- NNC(=S)NCc1ccco1
    -5%	nt	4%
- COC(=O)c1nnn(-c2nonc2N)c1CN1CCc2ccccc21
    -2%	11%	?
- Cc1ccc(C(=O)Nc2ccccc2C(=O)NCc2cccnc2)cc1
    -13%	3%	4%
- COc1cccc(CNC(=O)CNC(=O)c2cccs2)c1
    -4%	5%	-4%
- CCCOC1(C(F)(F)F)NC(=O)N(c2cccc(Cl)c2)C1=O (centres undefined)
    1%	2%	nt
- CC(=O)c1cccc(N(C(=O)c2ccccn2)C(C(=O)NC2CCCCC2)c2ccccc2)c1 (centres undefined)
    -3%	nt	-8%
- Cc1cc(OC(=O)c2ccccc2Br)c([N+](=O)[O-])c(=O)[nH]1
    -10%	nt	5%
